GRP78 ERSR act: ER stress response induction in glioma; U87-MG GRP78 promoter luciferase reporter, 16 h; Potency, µM, for the others: at the top dose activation, usual class: activators; 420,000 compounds, 0.02% hits; AID 602332; further: potency means the concentration at half of the fitted maximal effect; series mostly up to about 76 µM; % of control where 0% means no effect; nearly all actives have a fitted effect of over 35% in size
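ERSR induction read as luciferase luminescence (Bright-Glo, 10 min at room temperature) in stably transfected human U87-MG glioma cells exposed to compounds for 16 h, using GRP78 as sensor.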
D1 antagonist: antagonists of human D1 dopamine receptor; HEK293 TREx D1 cells, calcium flux, dopamine EC80; hits give low values; activity change, negative = inhibition, % at 10 µM; 360,000 compounds, 3.2% hits; in the data active means activity change below about -30%; further: on the % scale 0 is the no-effect control and ±100 the full control effect
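Tetracycline-induced HEK293 T-REx cells with force-coupled D1 receptor were loaded with a no-wash calcium dye. Compound was added after a 10 s baseline and read kinetically for 180 s; EC80 dopamine was then added and calcium flux followed another 180 s.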
Vif-APOBEC3G blk: inhibitors of Vif-APOBEC3G interaction | Q9HC16 | HeLa A3G-eYFP + Vif (tagged APOBEC3G with the HIV-1 protein that degrades it), YFP fluorescence, overnight | Potency, µM (doses to about 46.1 µM), inactives show at the highest dose activity, negative = active, usual class: inhibitors | 410,000 compounds, 0.076% hits | AID 602310;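 further: potency means the concentration at half of the fitted maximal effect; on the % scale 0 is the no-effect control and ±100 the full control effect; nearly all actives have a fitted effect of over 60% in size; hits raise eYFP signal because A3G escapes Vif-driven loss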
Target sequence (Q9HC16 whole entry, looked up): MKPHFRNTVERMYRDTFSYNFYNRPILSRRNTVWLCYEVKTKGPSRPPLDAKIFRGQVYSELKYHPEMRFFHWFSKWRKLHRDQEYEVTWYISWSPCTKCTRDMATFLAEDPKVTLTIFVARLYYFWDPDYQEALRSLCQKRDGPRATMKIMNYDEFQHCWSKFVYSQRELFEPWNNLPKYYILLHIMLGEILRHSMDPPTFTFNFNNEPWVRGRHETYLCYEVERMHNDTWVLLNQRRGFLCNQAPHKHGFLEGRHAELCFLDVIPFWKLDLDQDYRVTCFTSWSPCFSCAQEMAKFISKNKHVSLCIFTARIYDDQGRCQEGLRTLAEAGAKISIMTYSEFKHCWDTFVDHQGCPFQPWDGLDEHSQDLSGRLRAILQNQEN
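Read-out is eYFP fluorescence (Ex 488/Em 500-530) from Vif-expressing HeLa A3G-eYFP cells; more signal means A3G escaped Vif-mediated degradation. Cells plated overnight, compound pinned in, incubated overnight at 37 deg C.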
RXFP1 agonist: RXFP1 (human) receptor agonism; AID 2676; 370,000 compounds, 0.3% hits; Q9HBX9; HEK293T-RXFP1 cAMP TR-FRET, 30 min; response scale: percent of porcine relaxin response, buffer zero; Potency, µM (series often up to 57.5 µM), without a hit: at the top dose activation, actives largely listed as activators; further: potency means the concentration at half of the fitted maximal effect; on the % scale 0 is the no-effect control and ±100 the full control effect; nearly all actives have a fitted effect of over 60% in size; many of its hits are not listed in these tables
Target sequence (Q9HBX9 whole entry, looked up): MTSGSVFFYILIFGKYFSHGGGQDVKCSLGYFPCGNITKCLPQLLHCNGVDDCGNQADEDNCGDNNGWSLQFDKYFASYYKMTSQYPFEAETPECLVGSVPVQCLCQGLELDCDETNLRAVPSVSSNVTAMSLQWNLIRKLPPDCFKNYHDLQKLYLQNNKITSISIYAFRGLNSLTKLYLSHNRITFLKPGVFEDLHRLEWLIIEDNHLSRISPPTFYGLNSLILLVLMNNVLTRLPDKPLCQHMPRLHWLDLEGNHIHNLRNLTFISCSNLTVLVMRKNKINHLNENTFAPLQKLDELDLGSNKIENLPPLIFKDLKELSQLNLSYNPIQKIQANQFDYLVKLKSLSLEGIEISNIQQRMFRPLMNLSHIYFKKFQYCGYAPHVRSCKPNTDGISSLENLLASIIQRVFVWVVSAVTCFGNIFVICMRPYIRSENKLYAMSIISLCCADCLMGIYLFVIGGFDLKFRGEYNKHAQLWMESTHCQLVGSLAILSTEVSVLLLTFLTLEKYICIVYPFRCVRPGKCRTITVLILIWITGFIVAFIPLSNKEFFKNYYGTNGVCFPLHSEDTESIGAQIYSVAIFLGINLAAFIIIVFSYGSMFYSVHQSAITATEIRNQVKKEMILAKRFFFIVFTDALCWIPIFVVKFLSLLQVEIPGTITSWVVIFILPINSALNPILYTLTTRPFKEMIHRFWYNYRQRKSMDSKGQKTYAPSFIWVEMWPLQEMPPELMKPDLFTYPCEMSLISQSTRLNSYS
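Agonist response is measured as cAMP accumulation in an RXFP1-transfected HEK293T line under PDE4 inhibition. Values are scaled between buffer-only and 29 nM porcine relaxin, and EC50s come from standard Hill equation fits.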
Vif-A3F inh: blocks the Vif interaction with APOBEC3F; HeLa A3F-eYFP + Vif (tagged APOBEC3F with the HIV-1 protein that degrades it), YFP fluorescence increase; Potency, µM (series often up to 46.1 µM), for the others: at the top dose activity, negative = active; 390,000 compounds, 0.2% hits; AID 602313; further: potency means the concentration at half of the fitted maximal effect; % of control where 0% means no effect; nearly all actives have a fitted effect of over 65% in size
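HeLa cells stably expressing A3F-eYFP plus Vif, plated and incubated overnight at 37 deg C, then exposed to compounds overnight at 37 deg C. Blocked degradation read as raised yellow fluorescence (Ex 488/Em 500-530).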
LDHA block: blocks human lactate dehydrogenase A. P00338. purified LDHA, NADH/diaphorase-resazurin fluorescence; hits give low values. activity change, % (values are at about 110 or 230 µM). 480,000 compounds, 0.15% hits. AID 1347041; in the data active means activity change below about -30%; inconclusive means mostly about -25% to -30%;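 further: plate controls were DMSO wells for no effect and wells without enzyme for full effect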
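Enzyme activity of human lactate dehydrogenase 5 (2 nM; 0.06 mM NADH, 0.2 mM pyruvate, 5 min, RT) is measured via a resazurin/diaphorase fluorescence readout of residual NADH.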
D1 ag: activates the human D1 dopamine receptor | P21728 | HEK293 T-REx D1 cells, calcium flux, agonist mode | activation, % at 2 µM | 360,000 compounds, 1% hits; in the data active means activation above about 30%; further: 0% is about no effect
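Tetracycline-induced HEK293 TREx D1 cells, force-coupled to calcium signalling, were dye-loaded with a no-wash calcium kit. Compound was pin-added after a 10 s baseline. Fluorescence was read kinetically at 1 cycle/s for 180 s, with calcium rises flagged as agonism.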
D1 potentiator: human D1 dopamine receptor positive modulation | HEK293 TREx D1 cells, calcium flux, dopamine EC20 potentiation | 360,000 compounds, 0.036% hits | AID 504651 | potentiation, % at 10 µM | P21728; in the data active means potentiation above about 30%; further: 0% is about no effect
D2 PAM: positively modulates the human D2 dopamine receptor allosterically; 340,000 compounds, 0.34% hits; potentiation, % at 10 µM; P14416; HEK293 T-REx D2, calcium flux, EC20 dopamine potentiation;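 active means potentiation over 3 SD above the plate norm, cut at about 30% in these data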; further: 0% is about no effect
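Potentiation of an EC20 dopamine calcium response measured kinetically over 180 s, after a preceding 180 s compound-only read flagging agonists. Cells: inducible Hek293 Trex D2 line, 4000/well, cultured overnight at 30 C before dye loading.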
The depositor's hits bear a star; ? = inconclusive; . = not tested or not shown; & = joins results of further samples. Unless noted, the call rests on the fitted dose curve; in most records, active means well fitted curve in the direction sought with a large enough effect; inconclusive means small, poorly fitted or top-dose-only effect, or another doubt; inactive means no such curve, though single readings can be large; an effect the other way counts as inactive or inconclusive. An excerpt (hit frequency here may not be typical).

Every second line gives: GRP78 ERSR act, D1 antagonist, Vif-APOBEC3G blk, RXFP1 agonist, Vif-A3F inh, LDHA block, D1 ag, D1 potentiator, D2 PAM
COc1ccc(/C=C2\Oc3cc(OC(=O)N4CCOCC4)ccc3C2=O)c(OC)c1
    -1%, -23, ?, -0.5%, 25µM*, -8, 37*, -8, 7
CCCCCCNc1nc(OC)nc(N2CC3CC(C2)c2cccc(=O)n2C3)n1 (stereo not drawn)
    0%, 4, 1%, 1.3%, -7%, 0, 1, 0, 5
COCCCNP1(=O)OCC(C)([N+](=O)[O-])CO1 (stereo not drawn)
    -4%, ., 3%, ., 0%, -12, ., ., .
COc1cc([C@@H]2c3cc4c(cc3[C@@H](OC)[C@H]3COC(=O)[C@H]23)OCO4)cc(OC)c1O
    -4%, -7, -2%, -7.3%, -11%, 0, 8, -1, 3
CN(C)c1nc(OCCNC(=O)COc2ccc(Cl)cc2Cl)nc(N2CCCCC2)n1
    -2%, -6, -1%, 3.1%, -4%, -2, 1, -2, 17
COC1=C(OC)[C@]23CCc4ccc(OC)c(OC)c4[C@]2(CCN3C)CC1=O
    0%, ., 6%, ., -5%, -3, ., ., .
COC(=O)[C@]1(C)C[C@H]1[C@H](NP(=O)(c1ccccc1)c1ccccc1)c1ccccc1
    -3%, 4, -2%, 0.1%, 0%, -3, 1, -5, 3
O=C1NC(=O)N(c2ccc3c(c2)OCO3)C(=O)/C1=C/c1cccs1
    -2%, 18, 0%, -2.6%, -12%, -6, -1, -2, 7
COc1ccccc1N(CC(=O)NC1CCCC1)C(=O)c1cnn(C(C)C)c1
    -7%, -4, 1%, 0.4%, -3%, -3, -3, -9, -3
COc1cccc(C2=NOC(C(=O)N3CCC4(CC3)OCCO4)C2)c1 (stereo not drawn)
    6%, 8, -1%, -0.3%, 1%, -9, 2, -3, 1
COc1ccc(S(=O)(=O)N2CC3CC(C2)c2cccc(=O)n2C3)cc1 (stereo not drawn)
    0%, 9, 1%, 3.6%, 9%, -4, 2, -1, 8
CC1CCCCC1NC1CCN(C)CC1 (stereo not drawn)
    -3%, 2, 2%, 5.5%, 1%, -7, 1, -7, 5
CN1C(=O)C(=Cc2cn(CC(=O)N3CCCC3)c3ccccc23)C(=O)N(C)C1=O
    -4%, 2, 0%, 2.4%, 10%, 2, 3, 2, 31*
COc1ccc(Cn2c(O)c(/C=N/NC(=O)c3ccccc3)c(=O)[nH]c2=O)cc1
    7%, 4, -6%, -1.1%, 1%, -7, 1, -4, -6
CCc1cc2c(s1)NC(=O)CN=C2c1cccs1
    -2%, -24, ?, 1.3%, -15%, -7, 7, -7, 0
COc1ccc2[nH]cc(CCN)c2c1
    -5%&-6%&-2%&-2%&-5%, 0, 3%, 1.2%, 12%, 4, 0, -4, -4
COc1cc2c(c(OC)c1OC)-c1ccc(C(=O)O)cc1[C@@H](NC(C)=O)CC2
    -6%, ., -20%, ., -1%, -1, ., ., .
CC1CCC(C(C)C)C(OC(=O)COC(=O)c2ccccc2N)C1 (stereo not drawn)
    7%, -6, -17%, -3.7%, -26%, -15, 2, 4, -14
NC(N)=Nc1ccc2[nH]c3c(c2c1)C[C@@]1(O)[C@H]2Cc4ccc(O)c5c4[C@@]1(CCN2CC1CC1)[C@H]3O5
    -11%&-12%&4%, -10&4, ?, 1.5%, -2%, -13&1, 1&1, -6&-6, -6
CC(C)CCn1c(N)c(C(=O)OCC2CCCO2)c2nc3ccccc3nc21 (stereo not drawn)
    -12%, -36*, -4%, 2.7%, 3%, -5, 0, -3, -10
Cc1ccc(S(=O)(=O)N(c2cc(Cl)c(O)c(Cl)c2)P(=O)(OC(C)C)OC(C)C)cc1
    -4%, -33*, 2%, 0.9%, -15%, 2, 0, -13, 31*
CCOC(=O)C(O)(c1ccc(NC(=O)c2ccc(Cl)c(Cl)c2)cc1)C(F)(F)F (stereo not drawn)
    4%, -18, -8%, 0.6%, -19%, 2, 6, -4, -8
CC1CCN(CC#CCOc2ccc(Cl)cc2)CC1
    0%, -28, -1%, -2.4%, -1%, -13, -1, -18, -24
Cc1nc2ccccc2c(=O)n1-c1cccnc1
    -6%, 7, 0%, 1.9%, -6%, -3, 1, -1, -5
CCNC(=S)NCCC1=c2ccccc2=N/C1=C\c1c(O)n(C)c(=O)n(C)c1=O
    -3%, 5, 2%, 1.1%, 9%, -3, 1, -8, -3
C[C@H](O)[C@H]1CC[C@H]2[C@@H]3CCC4=CC(=O)CC[C@]4(C)[C@H]3CC[C@]12C
    -3%, -33*, 1%, 1.0%, 0%, -5, 24, -4, -3
COCCNC(=O)c1c(NC(=O)c2ccco2)n(Cc2ccccc2)c2nc3ccccc3nc12
    -4%, 23, ?, 6.3%, ?, 14, 5, 0, 5
CC(O)C1C=CC=CC(=O)OC2CC3OC4C5OC5(C)C(O)CC4(COC(=O)C(O)C(C)CCO1)C2(C)C31CO1 (stereo not drawn)
    -8%, ., -16%, ., 11%, -6, ., ., .
CC(Cc1ccccc1)NCCC(=O)NC(C)Cc1ccccc1 (stereo not drawn)
    -5%, 5, -2%, 0.3%, -19%, -3, 5, -4, -20
O=C(c1cccc(C(F)(F)F)c1)C1CCCN(Cc2ccccc2O)C1 (stereo not drawn)
    -3%, -8, 0%, -0.3%, 7%, -7, 4, -4, -14

Pulled by compound from the entries so far (two):
Every second line gives: GRP78 ERSR act, D1 antagonist, Vif-APOBEC3G blk, RXFP1 agonist, Vif-A3F inh, LDHA block, D1 ag, D1 potentiator, D2 PAM
CCCCCCNc1nc(OC)nc(N2CC3CC(C2)c2cccc(=O)n2C3)n1 (stereo not drawn)
    0%, 4, 1%, 1.3%, -7%, 0, 1, 0, 5
O=C(c1cccc(C(F)(F)F)c1)C1CCCN(Cc2ccccc2O)C1 (stereo not drawn)
    -3%, -8, 0%, -0.3%, 7%, -7, 4, -4, -14

Next section
Every second line gives: GRP78 ERSR act, D1 antagonist, Vif-APOBEC3G blk, RXFP1 agonist, Vif-A3F inh, LDHA block, D1 ag, D1 potentiator, D2 PAM
O=Cc1cn(Cc2ccccc2F)c2ccccc12
    -3%, -7, 7%, 0.7%, 4%, -12, 18, -4, 19
CCN1CCN(Cc2cc(Br)cc(Br)c2O)CC1
    -2%, -26, 0%, -0.1%, -9%, 0, 11, -10, 20
CCCOP(=O)(OCCC)C(NC(=O)c1ccccc1)=C(Cl)Cl
    -4%, 11, 1%, 3.0%, 2%, -5, 1, -7, 7
CCCCCn1c(=O)c(C(=O)Nc2ccccc2C)c(O)c2ccccc21
    8%, 18, -3%, 0.2%, 0%, -6, 2, 12, 3
O=c1[nH]c2ccccc2c(=O)n1-c1ccc(Cl)c(Cl)c1
    -1%, -1, -12%, 4.3%, 1%, -11, -1, -2, -5
O=C1NC(=O)N(c2ccccc2)C(=O)/C1=C\c1ccccc1[N+](=O)[O-]
    -1%, -10, -3%, 0.1%, 7%, -35*, 2, -5, -2
CCCCCSc1cc(OC)c(CCN(C)C)cc1OC
    -1%, 8, 1%, -0.1%, -8%, 0, -1, 1, 4
CN(C)CC1CSCCC1(O)c1ccc(Cl)cc1 (stereo not drawn)
    -8%, 45, 0%, -0.4%, 0%, -4, 3, -7, -18
O=c1c2ccccc2nc(-c2ccco2)n1-c1ccc(Br)cc1
    -1%, 6, -1%, 4.3%, -14%, -1, 1, 3, 1
Cc1ccc(S(=O)(=O)N2CCCCC2)cc1NC(=O)CN1CC=C(c2ccccc2)CC1
    -3%, 5, 0%, 1.3%, 3%, -6, 6, -3, -6
CN1CCN(C(=O)COc2ccc(S(=O)(=O)N(C)Cc3ccccc3)cc2)CC1
    -3%, -6, 1%, -0.4%, -4%, -9, 7, -1, -2
Cc1ccc(-n2c(/C=C/c3cccc4ccccc34)nc3ccccc3c2=O)cc1
    -4%, -6, 1%, 1.8%, 1%, -5, 4, -3, -10
C/C(=N\N(C)c1ccccc1)c1c(O)[nH]c(=O)[nH]c1=O
    0%, -20, 1%, 1.3%, -4%, 4, 2, -3, 6
C[N+]1(C)[C@@H]2CC[C@H]1CC(OC(=O)C(CO)c1ccccc1)C2 (stereo partly drawn)
    -2%, -1&18, -3%, 2.1%&2.5%, -5%, -4, 0&0, -1&3, -3&5
CNC(=S)N1CCN(CCN=Cc2c(O)n(-c3ccc(C)cc3)c(=S)[nH]c2=O)CC1
    1%, 16, 5%, -0.4%, -6%, -11, 4, 1, 0
O=C(c1ccc(Cl)cc1)C1CCCN(Cc2ccc3c(c2)OCCO3)C1 (stereo not drawn)
    0%, 3, 1%, 0.0%, 0%, -2, 4, 0, -16
CC1CC2CC(=O)CCC2(C)C2CCC3(C)C(O)CCC3C12 (stereo not drawn)
    0%, ., -4%, ., 1%, -6, ., ., .
CC12CN3CC(C)(CN(C1)C3c1ccco1)C2=O (stereo not drawn)
    -3%, 1, 4%, 0.8%, -5%, -1, 3, -1, -3
CN(C(=O)c1ccco1)C1(c2ccccc2Cl)CCCCC1=O (stereo not drawn)
    -2%, -1, 0%, 1.9%, 3%, -6, 5, 0, 8
Cc1ccc(-c2nc3ccc(Cl)cc3n2OC(=O)N(C)C)cc1
    3%, 15, 3%, 2.0%, 9%, -7, 2, 13, -7
O=C(COc1ccccc1[N+](=O)[O-])N1CCN(CCc2ccccn2)CC1
    0%, 2, 2%, -0.9%, -4%, -5, 0, -1, -18
Nc1ccc2cc(Br)ccc2c1
    3%, -31*, 0%, 7.9%, 3%, 5, 1, -3, -5
CN(C)/C=C1/C(=O)NC(=O)N(CCNc2ncc(C(F)(F)F)cc2Cl)C1=O
    -4%, 9, -2%, -2.6%, -17%, -2, 13, 0, -4
CCOP(=O)(CN(CC)CCNP(=O)(OCC)OCC)OCC
    -3%, 3, -1%, -1.5%, -7%, 1, 0, 8, 18
COC(=O)CCCC(NC(=S)N1CC2C[C@@H](C1)Cn1c2cccc1=O)C(=O)OC (stereo partly drawn)
    -4%, -7, -6%, 1.2%, 1%, -13, 1, -1, 9
CSc1nc(Cl)c(Br)c(N2CC2)n1
    -4%, ., 1%, ., 1%, -6, ., ., .
COC(=O)C1=C(c2ccc(OCc3ccccc3)cc2)C[C@@H]2CC[C@H]1N2C(=O)NCCCc1ccccc1
    -5%, 18, 2%, -0.1%, 3%, -10, 18, -3, -6
